Screening results (PubChem BioAssay)
Rtt109 Vps75: inhibitors of C. albicans Rtt109/Vps75 HAT, primary screen, biochemical, ThioGlo CoA-SH fluorescence, plate reader; Histone acetyltransferase RTT109 (Candida albicans (strain SC5314 / ATCC MYA-2876)), …; AID 540336, 2011; inhibition, % at 34.9 µM; 330,000 tested, 0.16% active; purified Rtt109/Vps75, 4 h;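 active means inhibition of at least 50% in every replicate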
Target sequence (Q5AAJ8 whole entry, looked up): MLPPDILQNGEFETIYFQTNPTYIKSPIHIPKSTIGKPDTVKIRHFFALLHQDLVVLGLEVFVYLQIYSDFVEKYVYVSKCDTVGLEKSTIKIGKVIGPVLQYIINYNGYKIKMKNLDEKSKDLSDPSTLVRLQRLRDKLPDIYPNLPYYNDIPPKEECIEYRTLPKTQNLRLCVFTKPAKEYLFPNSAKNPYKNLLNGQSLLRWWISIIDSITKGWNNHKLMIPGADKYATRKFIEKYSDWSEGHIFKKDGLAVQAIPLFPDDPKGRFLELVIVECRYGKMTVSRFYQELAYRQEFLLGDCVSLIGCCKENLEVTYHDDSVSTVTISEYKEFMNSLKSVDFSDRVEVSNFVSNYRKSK
DAGLB inh: DAGLB lipase inhibitors, primary screen, biochemical, fluorescence, HTS. AID 504411, 2011. 340,000 tested, 0.059% active. HEK293T DAGLB membrane lysate, EnzChek fluorogenic substrate. Diacylglycerol lipase-beta (Homo sapiens), Q8NCG7. inhibition, % at 5.17 µM; in the data active means inhibition above about 34%;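 further: 0% = enzyme with vehicle and 100% = wells lacking enzyme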
Target sequence (Q8NCG7 whole entry, looked up): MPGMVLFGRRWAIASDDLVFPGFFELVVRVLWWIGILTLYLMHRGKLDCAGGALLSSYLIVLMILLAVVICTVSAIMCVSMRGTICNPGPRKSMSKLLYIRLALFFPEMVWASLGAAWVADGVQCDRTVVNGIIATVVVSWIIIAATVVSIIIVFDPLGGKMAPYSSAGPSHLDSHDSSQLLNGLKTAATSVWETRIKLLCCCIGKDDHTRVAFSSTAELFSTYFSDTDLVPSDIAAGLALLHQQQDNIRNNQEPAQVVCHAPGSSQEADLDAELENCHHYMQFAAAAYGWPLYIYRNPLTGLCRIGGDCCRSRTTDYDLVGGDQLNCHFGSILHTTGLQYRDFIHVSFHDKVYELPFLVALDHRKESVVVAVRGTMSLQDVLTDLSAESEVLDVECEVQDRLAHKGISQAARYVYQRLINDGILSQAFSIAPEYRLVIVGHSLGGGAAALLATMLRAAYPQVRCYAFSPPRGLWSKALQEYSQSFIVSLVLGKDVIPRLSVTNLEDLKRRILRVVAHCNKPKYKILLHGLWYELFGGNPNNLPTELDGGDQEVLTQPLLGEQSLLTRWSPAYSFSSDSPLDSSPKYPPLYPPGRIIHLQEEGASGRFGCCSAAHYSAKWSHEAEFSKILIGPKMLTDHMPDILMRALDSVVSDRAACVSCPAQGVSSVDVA
Ecoli viability: E. coli V3065 growth inhibition, primary screen, counter-screen for AddAB inhibitor project, absorbance, OD600. inhibition, % at 11.9 µM. 18 h. 330,000 tested, 0.27% active;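 active means inhibition above the campaign's mean inhibition across all tested compounds plus 3 SD, cut at about 9.9% in these data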;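 further: uninfected addAB+ strain grown without phage in ampicillin broth; 0% = DMSO wells and 100% = ciprofloxacin 0.95 µg/ml wells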
phage Ecoli inh: growth loss of phage-infected E. coli, primary screen, RecBCD inhibitor project, absorbance, with phage, HTS | inhibition, % at 11.9 µM | 360,000 tested, 0.26% active | AID 651602, 2012; in the data active means inhibition above about 11%
PvdQ acylase: P. aeruginosa PvdQ acylase inhibitors, primary screen, biochemical, fluorescence, plate reader and imaging, single point; PvdQ acylase [Pseudomonas aeruginosa LESB58]; purified PvdQ acylase; inhibition, % at 10 µM; 340,000 tested, 0.063% active; AID 488965, 2010; in the data active means inhibition above about 30%, passing the limit was not always enough;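 further: 0% = vehicle neutral wells and 100% = reference inhibitor wells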
PfHsp90 set2: growth inhibition of PfHsp90-expressing yeast, primary screen, antimalarial PfHsp90 inhibitor project, S. cerevisiae, BacTiter-Glo luminescence, single point, set 2. BacTiter-Glo ATP, 48 h; yeast lacking PDR1 and PDR3 efflux regulators. inhibition, % at 9.4 µM. 310,000 tested, 0.32% active;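 active means every replicate shows inhibition above about 80%, whatever the replicate mean, limit read from the data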;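 further: 0% = DMSO neutral controls and 100% = 20 µM radicicol positive controls; yeast relying on Plasmodium falciparum Hsp90 in place of its own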
Tat transport: E. coli Tat export inhibitors, primary screen, MC4100, TorA-mCherry reporter, fluorescence, single point | inhibition, % at 10 µM | 340,000 tested, 0.036% active | AID 488895, 2010;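 active means mean replicate inhibition at least 50% and at least half of replicates individually reaching 50%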;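 further: exported cargo escapes ClpAP degradation while cytoplasmic cargo is degraded and loses fluorescence; 0% = median of neutral control wells and 100% = median of NaSCN control wells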
Wnt act: Wnt/beta-catenin pathway activators, primary screen, cell-based, plate reader, single point; Wnt/beta-catenin reporter cell assay, activator; 300,000 tested, 1.2% active; activation, % at 9.35 µM; in the data active means activation above about 30%, passing the limit was not always enough;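 further: 0% = neutral control wells and 100% = positive control wells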
AddAB inh: growth inhibition of E. coli expressing H. pylori AddAB, primary screen, AddAB inhibitor project, absorbance; inhibition, % at 11.9 µM; 330,000 tested, 0.29% active; AID 435030, 2010; in the data active means inhibition above about 12%;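 further: 0% = vehicle wells of infected cells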
CAL PDZ inh: CAL PDZ peptide-binding inhibitors, primary screen, biochemical, fluorescence polarization, Cer-tagged CAL PDZ, HTS. Golgi-associated PDZ and coiled-coil motif-containing protein (Homo sapiens), Q9HD26. purified CAL PDZ, TMR-peptide fluorescence polarization, 1 h. inhibition, % at 20 µM. 330,000 tested, 0.02% active. AID 504414, 2011;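 active means highest replicate inhibition of at least 40%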;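 further: plate controls were DMSO neutral control wells for no effect and unlabeled competitor peptide control wells for full effect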
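Material: tagged CAL PDZ domain; buffer or medium: 25 mM sodium phosphate pH 7.4, 150 mM NaCl, TCEP, IgG, Thesit; compound dosing: single point, 20 µM; schedule: 1 h incubation at room temperature before polarization reading; measured by: FP readout, S and P plane fluorescence; read-out basis: percent inhibition from loss of millipolarization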
* = called active by the depositor; . = not tested or not shown.

cpd	canonical_smiles	Rtt109 Vps75	DAGLB inh	Ecoli viability	phage Ecoli inh	PvdQ acylase	PfHsp90 set2	Tat transport	Wnt act	AddAB inh	CAL PDZ inh
1	CC(C)c1nnc(NC(=O)C2CCCN2C(=O)Nc2ccccc2F)s1 (stereo unspecified)	-9	-1	-0.4	0.0	-13	5	-3	-2	1.0	-1.0
2	CCOc1cc(NC(=O)c2cccs2)c(OCC)cc1NC(=O)c1ccco1	0	-2	2.2	2.4	-17	-8	-5	.	2.5	-1.1
3	c1ccc2c(c1)CCCn1nnnc1-2	.	-2	0.0	2.6	3	.	3	.	1.6	-2.6
4	O=C1c2ccccc2S(=O)(=O)N1Cc1nnc(-c2ccccc2Br)o1	16	0	.	0.7	-13	.	-3	-2	.	-0.3
5	O=C(COC(=O)/C=C/c1ccccc1)NCCc1ccc(F)cc1	7	-2	-0.4	4.1	-12	.	1	-3	0.5	-1.1
6	CC1Cc2ccccc2N1C(=O)c1ccnc(C(C)(C)C)c1 (stereo unspecified)	13	-4	-0.1	2.5	-7	.	0	.	0.3	-1.5
7	Cc1ccc2nc(-c3ccc(NC(=O)CN4CCN(C(=O)c5ccco5)CC4)cc3)sc2c1	.	2	-1.7	-0.2	0	7	3	.	-1.1	-3.3
8	O=C(Nc1ccc(Cl)c(Cl)c1)C1C2C=CC3(O2)C1C(=O)N(CCN1CCCCC1)C3C(=O)NC1CCCCC1 (stereo unspecified)	28	0	-0.4	3.3	-11	18	-6	-1	1.4	-1.0
9	COC(=O)C1CCN(C(=O)COC(=O)c2cc(S(=O)(=O)N3CCOCC3)ccc2C)CC1	-7	4	1.6	2.9	-9	36	2	-1	0.0	-1.7
10	Cc1ccc(O)c(NC(=O)c2cc(-c3ccccc3)on2)c1	0	-4	1.6	1.3	-20	16	3	-5	3.2	-3.6
11	CCCC(=O)Nc1nnc(SCC(=O)Nc2ccc3c(c2)OCO3)s1	3	-1	-0.2	1.5	12	9	-1	-1	2.1	-1.0
12	O=C(Nc1ccc(O)cc1)c1cc2ccccc2c(=O)s1	-5	1	-2.2	5.6	-7	-13	1	0	0.3	-1.0

Structures above containing fluorine, in the order listed:
cpd	canonical_smiles	Rtt109 Vps75	DAGLB inh	Ecoli viability	phage Ecoli inh	PvdQ acylase	PfHsp90 set2	Tat transport	Wnt act	AddAB inh	CAL PDZ inh
1	CC(C)c1nnc(NC(=O)C2CCCN2C(=O)Nc2ccccc2F)s1 (stereo unspecified)	-9	-1	-0.4	0.0	-13	5	-3	-2	1.0	-1.0
5	O=C(COC(=O)/C=C/c1ccccc1)NCCc1ccc(F)cc1	7	-2	-0.4	4.1	-12	.	1	-3	0.5	-1.1

Given with each value named: entries from further up
[1] CC(C)c1nnc(NC(=O)C2CCCN2C(=O)Nc2ccccc2F)s1 (stereo unspecified)
  Rtt109 Vps75: -9	DAGLB inh: -1	Ecoli viability: -0.4	phage Ecoli inh: 0.0	PvdQ acylase: -13	PfHsp90 set2: 5	Tat transport: -3	Wnt act: -2	AddAB inh: 1.0	CAL PDZ inh: -1.0

[3] c1ccc2c(c1)CCCn1nnnc1-2
  Rtt109 Vps75: .	DAGLB inh: -2	Ecoli viability: 0.0	phage Ecoli inh: 2.6	PvdQ acylase: 3	PfHsp90 set2: .	Tat transport: 3	Wnt act: .	AddAB inh: 1.6	CAL PDZ inh: -2.6

Other compounds:
cpd	canonical_smiles	Rtt109 Vps75	DAGLB inh	Ecoli viability	phage Ecoli inh	PvdQ acylase	PfHsp90 set2	Tat transport	Wnt act	AddAB inh	CAL PDZ inh
13	COc1cc(C(=O)Nc2c(C(=O)N3CCOCC3)oc3ccccc23)cc(OC)c1OC	4	-1	0.8	1.1	-14	5	3	-2	3.0	-3.6
14	COc1cccc(C(=O)Nc2cnn(C(C)C)c2)c1	2	-2	-0.8	4.6	-9	-10	-2	-1	-0.2	-0.3
15	CCOC(=O)C1=NN(c2ccccc2)C2(S1)SC(C(C)=O)=C(C)N2c1ccccc1 (stereo unspecified)	-7	-2	-0.4	1.1	-1	-16	-19	.	1.8	0.2
16	COc1ccc(/C=N/Nc2nonc2N)cc1	-3	0	-4.3	1.7	-7	2	-2	6	-2.0	-0.6
17	Cc1cc(-c2nnc3n2CCCCC3)c(C)n1-c1ccccc1	2	4	-0.6	0.3	-6	23	-3	-1	0.9	-3.7
18	O=C(O)CC(NC(=O)C12CC3CC(CC(C3)C1)C2)c1ccc(Cl)cc1 (stereo unspecified)	-4	2	-0.3	-0.1	-14	23	9	-2	1.8	-2.1
19	COc1ccc2c(c1)CCC(C)N2C(=O)C(=O)c1c[nH]c2ccccc12 (stereo unspecified)	-12	0	0.3	2.4	2	-5	1	-1	-1.5	-3.6
20	CCOC(=O)N/N=C(/C)c1ccc(N2C(=O)C3CCCCC3C2=O)cc1 (stereo unspecified)	-3	-1	0.8	1.3	-19	-16	1	-1	5.1	-2.6
21	O=C(COC(=O)/C=C/c1ccc(C(F)(F)F)cc1)Nc1ccc2[nH]c(=O)[nH]c2c1	-3	3	.	1.2	-16	.	-3	0	.	-3.9
22	O=C(c1ccncc1)N1CCN(S(=O)(=O)c2ccc3ccccc3c2)CC1	18	-2	-1.0	0.4	-15	12	-3	0	4.7	-0.9
23	O=C(NC1CCS(=O)(=O)C1)/C(=C\c1ccccc1)NC(=O)c1ccccc1 (stereo unspecified)	-1	3	1.6	1.7	-6	-3	0	-1	-0.2	-2.3
24	Cc1cc(C)cc(OCC(=O)Nc2ccccc2N2CCCCC2)c1	-6	-12	-1.3	3.4	-5	-18	-12	-12	1.7	-2.8
25	O=C(NCc1ccc(Cl)cc1)C(=O)NCC1OCCN1S(=O)(=O)c1cccs1 (stereo unspecified)	14	0	0.5	-0.9	-16	1	1	-7	-2.6	-0.5
26	O=C(CSc1ccc2c(c1)OCCO2)Nc1ccc(N2CCOCC2)cc1	-1	1	-0.8	3.4	-3	-27	-2	-1	0.0	-2.6
27	O=C(Nc1cccnc1)c1ccc([N+](=O)[O-])o1	-5	2	96*	20*	24	8	-37	9	97*	0.1
28	COc1cc2cc[n+](Cc3ccc([N+](=O)[O-])cc3)cc2cc1OC	-9	1	-1.6	0.9	11	6	1	1	0.5	-0.9
29	COC(=O)[C@]1(Cc2ccccc2)N[C@H](CN(C)S(=O)(=O)c2ccc(OC(F)(F)F)cc2)[C@@H]2C(=O)N(Cc3ccccc3)C(=O)[C@@H]21	-1	-8	-1.1	2.0	-14	-3	10	-5	2.7	-5.9
30	COc1cc([C@@H]2CC=C(C(=O)O)[C@H](c3ccc(Cl)cc3)N2S(=O)(=O)c2ccc(C)cc2)cc(OC)c1OC	0	6	-0.6	0.7	-19	-10	0	-2	-3.0	-0.6
31	O=C(NCc1ccco1)c1ccccc1-c1nc(-c2ccc(F)cc2)no1	5	-4	0.1	0.1	10	-15	-16	3	2.0	-1.3
32	O=C(NCC1CCCO1)c1ccc(NC(=O)C2CC=CCC2C(=O)O)cc1 (stereo unspecified)	-1	-1	1.4	3.5	-15	-2	-3	-2	3.7	0.6
33	Fc1ccccc1/C=N/n1cc(-c2ccccc2)[nH]c1=S	5	0	-1.3	2.0	-9	-19	-5	12	-1.4	0.4
34	CCN1CCc2nc(N)oc2CC1	-8	1	2.2	2.6	-10	10	1	-1	-0.6	0.3
35	O=C(Cc1cccc(C(F)(F)F)c1)NCc1ccc(Cl)cc1Cl	0	-6	-0.4	2.7	-7	18	-5	.	-2.1	-2.8
36	O=C(NCc1ccccc1)C1CCC(CNS(=O)(=O)c2cccs2)CC1 (stereo unspecified)	13	-5	5.5	2.1	6	-5	10	-1	2.5	-2.4
37	O=C(NN=Cc1ccccc1C(=O)O)c1cccc(S(=O)(=O)Nc2cccc(C(F)(F)F)c2)c1	-5	3	1.1	3.2	1	-20	5	-1	2.4	-1.4
38	CC(=O)Nc1ccc(NC(=O)C(C)OC(=O)c2oc3ccccc3c2C)cc1 (stereo unspecified)	1	1	-2.4	3.0	-14	.	1	-5	-1.7	-1.1
39	O=C(NCCCn1ccnc1)C(=O)Nc1ccccc1	-6	-2	-1.0	-4.1	-2	.	-6	5	-1.0	0.1
40	COCCCN1C(=O)C2C(C(=O)Nc3cc(C)cc(C)c3)C3C=CC2(O3)C1C(=O)NC1CCCCC1 (stereo unspecified)	7	-4	-1.5	2.5	4	-8	-6	-2	1.7	-0.3
41	Clc1ccc(C2[C@H]3CN(CC4CCCCC4)[C@H](c4ccccc4)C34CC2(c2cccnc2)C4)cn1 (stereo partly specified)	-8	-6	-1.3	0.5	-2	-9	11	-7	4.2	-0.3
42	COc1ccc(CNc2ccc(Cl)cc2)cc1Cn1ccnc1	10	2	-0.9	0.7	1	19	-2	-1	-1.7	-0.1
43	CC(C)C[C@@H](CO)N(Cc1ccccc1)S(=O)(=O)N(Cc1ccccc1)[C@@H](CO)CC(C)C	9	-12	1.2	.	0	-2	12	.	2.0	-0.2
44	CN1CCN(C2=C(Cl)C(=O)N(CCc3ccccc3)C2=O)CC1	5	-3	0.0	2.3	-14	18	-3	11	0.3	-0.9
45	O=C(Cc1ccc(F)cc1)N1CCC(CC2CC(c3cccc(Br)c3)=NO2)(C(=O)NCC2CCCCC2)CC1 (stereo unspecified)	5	1	-1.9	-1.6	11	3	-2	-5	-2.6	0.8
46	OCC1CCCN(C2CCN(Cc3nc(Cc4cccc(C(F)(F)F)c4)no3)CC2)C1 (stereo unspecified)	3	2	-0.6	3.0	-8	21	0	-4	-0.5	0.9
47	COC(=O)Cc1ccc(NC(=O)c2ccc(C)c(C)c2)cc1	-3	-1	0.9	4.8	-11	5	-11	23	4.6	-0.1
48	CCN1CCc2nc(NC(=O)CC(c3ccccc3)c3ccccc3)sc2C1	12	3	-2.0	-1.3	-14	-13	-3	.	-3.4	-1.7
49	COc1cccc(C(=O)Nc2cccc(OC(C)=O)c2)c1	8	0	-0.4	1.6	6	11	-1	20	0.1	-2.7
50	Cc1ccc(-c2nnc(SCc3nc(N)nc(Nc4ccccc4C)n3)n2N)cc1	0	3	0.5	0.6	-20	3	8	-2	1.8	-1.9
